CR mimetic SO = lowers age-related superoxide in aged yeast cells | S. cerevisiae aged cells, superoxide DHE fluorescence; stronger effect = lower value | superoxide response (% of plate mean), % at 10 µM | hit rate 0.18% among 330,000 | AID 2690;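 active means superoxide response under a set limit, about three screen SD below normal, cut at about 65% in these data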;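 further: yeast aged for seven days with compound at 30 °C before DHE staining; 100% = average MFI of all compound-treated wells on the plate with controls excluded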
proCasp3 act = procaspase-3 (human) activation; P42574; recombinant procaspase-3 D3A, Ac-DEVD-pNA absorbance 405 nm; activation, % at 8.5 µM; hit rate 0.11% among 330,000; AID 463141;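 active means activation above the mean of all tested compounds plus 3 SD, cut at about 21% in these data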;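 further: 0% = DMSO alone and 100% = DMSO wells spiked with extra 5 µM PC-3 D3A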
Target sequence (P42574 whole entry D9A/D28A/D175A): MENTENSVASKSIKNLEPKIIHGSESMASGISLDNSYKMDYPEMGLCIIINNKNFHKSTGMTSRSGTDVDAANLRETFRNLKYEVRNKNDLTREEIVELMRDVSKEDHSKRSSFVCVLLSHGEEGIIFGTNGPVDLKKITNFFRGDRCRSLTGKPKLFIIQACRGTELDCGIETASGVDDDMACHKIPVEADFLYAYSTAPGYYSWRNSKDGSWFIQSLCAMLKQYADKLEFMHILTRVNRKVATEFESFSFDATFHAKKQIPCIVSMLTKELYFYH
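Assay system: Procaspase-3 D3A mutant, all three cleavage aspartates alanine. Buffer or medium: Zinc-free HEPES saline buffer with Triton X-100. Times: 1 h compound preincubation, 2 h substrate hydrolysis at 25 °C. Measured by: 405 nm absorbance of p-nitroaniline, reads at 0 and 120 min. Read-out basis: percent activation relative to control range. Replicates: singlicate.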
RPL19A-GFP yeast = modulators of TOR pathway RPL19A-GFP in S. cerevisiae; S. cerevisiae RPL19A-GFP strain, flow cytometry, 3 h; stronger effect = lower value; percent response vs DMSO, % at 10 µM; hit rate 0.3% among 330,000;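 active means percent response vs DMSO below 50%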;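 further: median channel GFP fluorescence of the barcoded RPL19A-GFP strain; ratio of sample median GFP to plate DMSO average so 100% = DMSO; lower means less RPL19A-GFP as with rapamycin TOR inhibition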
procasp7 counter = activates human procaspase-7, counter-screen for procaspase-3 activators | P55210 | recombinant procaspase-7, Ac-DEVD-pNA absorbance 405 nm; D23A/D198A/D206A triple mutant, cannot self-cleave; scale: DMSO 0, 5 µM enzyme 100 | activation, % at 8.5 µM | hit rate 0.093% among 330,000;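 active means percent activation above the screen-wide mean plus 3 SD, cut at about 25% in these data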
Target sequence (P55210 whole entry D23A/D198A/D206A): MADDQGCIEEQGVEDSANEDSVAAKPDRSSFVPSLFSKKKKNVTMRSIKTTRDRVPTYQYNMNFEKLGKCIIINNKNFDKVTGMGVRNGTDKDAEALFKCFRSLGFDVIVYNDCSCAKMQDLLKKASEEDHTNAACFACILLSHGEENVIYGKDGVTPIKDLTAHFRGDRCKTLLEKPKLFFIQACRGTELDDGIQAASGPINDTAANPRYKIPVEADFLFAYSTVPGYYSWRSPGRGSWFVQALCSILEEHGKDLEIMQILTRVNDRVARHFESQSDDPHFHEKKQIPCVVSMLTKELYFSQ
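System: Procaspase-7 triple mutant (PC-7 D3A); measure: % activation from two-timepoint absorbance difference, scaled to controls; times: 1 h compound preincubation, 2 h substrate cleavage, 25 °C; also added: Ac-DEVD-pNA substrate, 400 µM as added; measured by: Epi-absorbance of released pNA at 405 nm, two timepoints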
JMJD2C inh = blocks human GASC-1 demethylase activity. GST-JMJD2C(1-420) H3K9me3 demethylation, DELFIA europium. hit rate 0.069% among 330,000. inhibition, % at 2.35 µM. AID 2099;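 active means more than half of a compound's replicate wells show inhibition beyond 50%, single wells judged on their own value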;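 further: signal counts dimethyl H3K9 product captured on neutravidin plate; 0% = median of DMSO wells and 100% = 0.3 times that DMSO median; strong numbers were not always called active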
Target sequence (Q9H3R0 1-420 limits assumed): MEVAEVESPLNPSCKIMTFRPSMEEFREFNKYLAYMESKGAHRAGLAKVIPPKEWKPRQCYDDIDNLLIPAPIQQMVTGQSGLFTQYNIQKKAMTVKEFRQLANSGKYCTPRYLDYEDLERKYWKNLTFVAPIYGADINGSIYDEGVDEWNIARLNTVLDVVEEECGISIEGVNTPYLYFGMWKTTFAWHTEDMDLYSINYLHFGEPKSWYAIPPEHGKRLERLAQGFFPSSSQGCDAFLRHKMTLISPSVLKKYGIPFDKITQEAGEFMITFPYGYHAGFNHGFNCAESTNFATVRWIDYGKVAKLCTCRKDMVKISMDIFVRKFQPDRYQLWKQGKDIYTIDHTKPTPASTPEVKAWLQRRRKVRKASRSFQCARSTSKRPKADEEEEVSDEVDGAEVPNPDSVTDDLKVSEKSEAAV
AHR act = human AHR activation | hit rate 2.5% among 320,000 | AHR-responsive luciferase reporter cells, luminescence | activation, % at 5 µM; in the data active means activation above about 47%;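 further: 0% = vehicle wells and 100% = reference agonist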
LAP4-GFP MLPCN = modulators of TOR pathway LAP4-GFP in S. cerevisiae | S. cerevisiae LAP4-GFP multiplex, flow cytometry GFP, 3 h; median GFP as percent of DMSO wells | hit rate 0.34% among 320,000 | GFP response vs DMSO, % at 10 µM;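 active means GFP response vs DMSO above a set limit, about the screen mean plus 3 SD, cut at about 150% in these data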
MEP2-GFP yeast = yeast TOR pathway MEP2-GFP modulation. S. cerevisiae MEP2-GFP strain, flow cytometry GFP, 3 h; 100% = DMSO control level. AID 2016. GFP response vs DMSO, % at 10 µM. hit rate 0.51% among 330,000;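 active means GFP response versus DMSO above a set limit, roughly screen mean plus 3 SD, cut at about 180% in these data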;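 further: median GFP fluorescence of the barcode-gated MEP2-GFP cells per well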
Active calls of the source: *; x = not tested or not shown; & = joins results of further samples; [ ] = another dose, or the depositor's remark.

SMILES	CR mimetic SO	proCasp3 act	RPL19A-GFP yeast	procasp7 counter	JMJD2C inh	AHR act	LAP4-GFP MLPCN	MEP2-GFP yeast
O=C(CSc1nnc(-c2ccc(Br)cc2)o1)Nc1cccc2ccccc12	91	4	x	3	-1	13	99	99
COc1ccc(N2C(=O)CC(N3CCN(S(=O)(=O)c4cc(C)ccc4C)CC3)C2=O)cc1 (stereo not drawn)	92	1	92	6	-21	3	115	105
Cc1ccc(OC(=S)Nc2ccc(F)cc2)cc1	104	3	97	-3	-3	2	102	98
O=C(CSc1nc2ccccc2c(=O)n1Cc1ccco1)N1CCCC1	99	-2	98	3	0	0	97	97
O=C(NCCS(=O)(=O)NCCc1ccccc1)c1ccc2c(c1)OCO2	107	-5	95	6	-7	9	100	106
O=Nc1c(O)n(Cc2ccccc2)c2ccccc12	102	-7	98	10	-1	-4	101	99
C=CCSc1nc(N)c(C#N)c(-c2ccc(C)cc2)c1C#N	111	4	96	8	5	12	107	103
COc1ccc(/C=C/C(=O)NCCN2CCOCC2)cc1OC	100	-6	92	7	6	-2	77	84
COc1ccc(N2CCN(C(=O)CSc3ncccc3-c3nc4ccccc4[nH]3)CC2)cc1	103	1	97	-5	13	10	117	111
COCC(=O)Nc1nnc(CCc2ccccc2)s1	107	-2	98	-4	-25	2	96	93
CCOC(=O)Nc1cccc(OCC(=O)Nc2ccccc2OCC)c1	106	5	101	13	1	17	111	110
Cc1ccc(S(=O)(=O)/N=C2\C=C(Nc3cccc(C(=O)O)c3)C(=O)c3ccccc32)c(C)c1	102	-1	99	6	3	20	96	98
Cc1ccccc1CS(=O)(=O)Cc1ccc(C(=O)NCC2CCCO2)o1 (stereo not drawn)	90	5	101	-3	13	1	92	96
CNc1nc(NN)nc(Nc2ccccc2)n1	106	0	100	8	-19	5	80	107
CCOc1ccccc1C(=O)NCCc1cnc[nH]1	113	0	108	11	-8	9	93	114
O=C(N/N=C/C(Br)=C/c1ccccc1)C(O)c1ccccc1 (stereo not drawn)	114	-7	63[may fluoresce violet]	-2	-2	8	97[may fluoresce violet]	121[may fluoresce violet]
Cc1ccc(C(=O)Nc2c3c(nn2C(C)(C)C)CS(=O)(=O)C3)cc1C	104	3	98	5	-8	10	103	102
CCOc1ccc(C(=O)N(Cc2ccc(N(C)C)cc2)C2CCS(=O)(=O)C2)cc1 (stereo not drawn)	104	5	103	-2	2	6	107	124
COc1ccc(N(CC(=O)NC(C)C)S(=O)(=O)c2ccc(NC(C)=O)cc2)cc1	112	-11	100	-13	1	0	99	101
NC(=O)CCCn1c(C(=O)c2cc(Cl)c(N)c(Cl)c2)c2ccc([N+](=O)[O-])cc2[n+]1[O-]	87	0	99	-13	-6	77*	104	104

Random excerpt: 2 compounds from above, in no set order.
SMILES	CR mimetic SO	proCasp3 act	RPL19A-GFP yeast	procasp7 counter	JMJD2C inh	AHR act	LAP4-GFP MLPCN	MEP2-GFP yeast
C=CCSc1nc(N)c(C#N)c(-c2ccc(C)cc2)c1C#N	111	4	96	8	5	12	107	103
Cc1ccc(OC(=S)Nc2ccc(F)cc2)cc1	104	3	97	-3	-3	2	102	98

Later entries.
SMILES	CR mimetic SO	proCasp3 act	RPL19A-GFP yeast	procasp7 counter	JMJD2C inh	AHR act	LAP4-GFP MLPCN	MEP2-GFP yeast
CCc1ccc(C(=O)COC(=O)CCc2nc3ccccc3c(=O)[nH]2)cc1	95	11	103	-3	1	5	91	97
O=C(CNC(=O)c1ccccc1Cl)Nc1ccc(F)cc1	82	-7	104	1	1	1	105	101
COc1ccc(CCC(=O)Nc2ccc(N3CCOCC3)cc2)cc1	108	0	90	6	4	0	100	120
O=C(NCc1ccc2c(c1)OCO2)c1ccc(CS(=O)(=O)c2ccc(Br)cc2)o1	110	1	98	-1	2	4	100	105
O=C1/C(=C/c2cccnc2)SC(=S)N1c1ccc(O)cc1	93	-14	98	-12	0	-1	104	108
COc1cc(/C=C2/CCC/C(=C\c3cc(O)c(OC)c(Cl)c3)C2=O)cc(Cl)c1O	103	-11	100	0	-5	-6	94	99
CCOC(=O)c1ccc(NC(=S)NCCc2ccccc2)cc1	101	-5	96	-1	11	1	119	104
O=C(Nc1ccccc1C(=O)NCCCN1CCOCC1)c1ccc(F)cc1	92	-4	96	0	4	-1	110	113
COCCn1nnnc1C(c1ccccc1)N1CCN(Cc2ccc3c(c2)OCO3)CC1 (stereo not drawn)	119	-9	102	-4	0&-27	-2	100	107
Cc1cccc(C(=O)NCC(=O)N2CCN(S(=O)(=O)c3ccc4c(c3)OCCO4)CC2)c1	121	11	107	1	-9	1	107	102
CC(=O)c1ccc(NC(=O)CSc2nnc(NC(=O)CN3CCOCC3)s2)cc1	101	5	99	1	0	-2	108	103
O=C(Nc1ccc2c(c1)OCO2)Nc1cnccn1	91	-15	97	-22	-2	37	104	98
COc1cc(C(=O)OCC(=O)Nc2ccc(N3CCOCC3)cc2)ccc1OCC(C)C	107	-3	103	9	0	0	101	103
COc1ccc(C(=O)NC(=S)N(C)C2CCCCC2)cc1Br	114	2	106	12	8	-10	103	98
C/C(=N/N=C1/NC(=O)CC(C(=O)Nc2ccccc2)S1)c1cccs1 (stereo not drawn)	89	9	100	11	3	31	101	107
COc1ccc(N2CCN(C(=O)c3ccc(CNS(=O)(=O)c4ccc(C)cc4)cc3)CC2)cc1	84	4	90	-7	-5	4	82	82
CC(=O)N1CCN(c2ccc(NC(=O)c3ccccc3)cc2)CC1	105	-1	99	3	-29	7	95	100
CC(C)Oc1ccc(CN2CCC(n3nccc3NC(=O)CCc3ccccc3)CC2)cc1	99	9	101	5	-2	0	96	108
CC(=O)CSc1ncnc2sc3c(c12)CCCC3	94	-6	87	-5	-14	7	102	95
Cc1cc(C)c2c(N)c(C(=O)Nc3cccc(C)c3C)sc2n1	94	-15	102	-25	-2	68*	97	107

Among those listed so far, 3 have fluorine.
SMILES	CR mimetic SO	proCasp3 act	RPL19A-GFP yeast	procasp7 counter	JMJD2C inh	AHR act	LAP4-GFP MLPCN	MEP2-GFP yeast
Cc1ccc(OC(=S)Nc2ccc(F)cc2)cc1	104	3	97	-3	-3	2	102	98
O=C(CNC(=O)c1ccccc1Cl)Nc1ccc(F)cc1	82	-7	104	1	1	1	105	101
O=C(Nc1ccccc1C(=O)NCCCN1CCOCC1)c1ccc(F)cc1	92	-4	96	0	4	-1	110	113

Additional structures.
SMILES	CR mimetic SO	proCasp3 act	RPL19A-GFP yeast	procasp7 counter	JMJD2C inh	AHR act	LAP4-GFP MLPCN	MEP2-GFP yeast
O=C(O)c1ccc(N/N=C/c2ccc3c(c2)OCO3)cc1	92	2	97	15	0	-6	110	97
Cc1nc2ccc(NC(=O)c3cccnc3)cc2s1	96	1	102	8	-15	12	115	107
COc1cc(C(=S)N2CCOCC2)ccc1OS(=O)(=O)c1ccc(C)cc1	97	4	100	-6	0	-2	96	97
CC1=NN(C(=O)c2ccc(Cn3ccc([N+](=O)[O-])n3)cc2)C(O)(C(F)(F)F)C1 (stereo not drawn)	98	-2	96	11	-13	2	116	96
Cc1ccc(C)c(NC(=O)CN(C)C(=O)COc2ncnc3sccc23)c1	96	1	109	0	-9	0	109	107
Cc1cc(=O)c2n(Cc3ccccc3Cl)nc[n+]2[nH]1	113	0	96	9	-4	-2	102	97
COc1ccc(-c2noc(CCC(=O)N3CCN(c4cccc(C(F)(F)F)c4)CC3)n2)cc1	102	-4	102	4	10	-2	109	130
Cc1c(S(=O)(=O)c2ccccn2)c(N)n(Cc2ccccc2Cl)c1C	90	-6	89	-1	-17	1	96	91
O=C(CSc1nc2ccccc2s1)N1N=C(c2cccs2)CC1c1ccc(F)cc1 (stereo not drawn)	110	5	109	0	-1	24	94	104
CCOC(=O)C1Nc2ccccc2C2C(O)C(O)CC12 (stereo not drawn)	108	-7	100	-17	0	-1	102	104
COc1ccc([C@H]2/C=C\CN(S(=O)(=O)c3cccc4cccnc34)[C@@H](C)C(=O)N2Cc2ccc(F)cc2)cc1	99	-8	102	5	4	2	111	96
CN1CCN(NC(=O)Nc2cc(Cl)cc(Cl)c2)CC1	99	x	119	x	-6	x	79	108
C=CCNC(=O)c1onc(CSc2cccc(Cl)c2)c1C(=O)O	x	4	x	-1	-33	2	x	x
CS(=O)(=O)N(CC(=O)NC1CCCC1)C1CCCCC1	92	6	102	2	x	-1	112	107
CN(C)CCCNc1oc(-c2ccc(Cl)cc2)nc1C#N	105	-2	95	7	2	2	85	104
CN1/C(=C\C=C(/C#N)C(=O)Nc2ccc(Cl)cc2)C(C)(C)c2ccccc21	103	1	99	-3	-4	0	94	104
O=C(Nc1nnc(Cc2ccccc2)s1)C1CCN(C(=O)c2ccco2)CC1	108	5	99	8	-8	1	103	97
C=CCNC(=O)C1CCN(S(=O)(=O)c2ccc3ccccc3c2)CC1	92	5	105	-5	1	0	77	99
O=C(Cc1ccc(F)cc1)Nc1ccc(S(=O)(=O)N2CCCC2)cc1	92	-1	99	14	0	2	104	109
Cc1ccc(NC(=O)CN2CCCC2)cc1	98	0	100	12	13	0	83	98
COc1ccc(-c2noc3c2-c2nc(-c4ccc(C)cc4)sc2CC3)cc1	94	-5	102	-12	23	7	123	94
Cc1ccc2cn[nH]c2c1[N+](=O)[O-]	104	1	103	-1	3	39	94	104
O=C(CN(c1ccccn1)S(=O)(=O)c1ccccc1)Nc1ccccc1	79	2	104	0	5	-3	99	105
CCOC(=O)Cc1cnc(NC(=O)CSc2nc(C)cc(C)n2)s1	83	-1	102	5	0	-1	95	102
C/C(=N\NC(=S)NCc1ccccc1)c1ccccc1F	96	4	92	-6	2	6	94	96
O=C(CCCC(=O)OCC(=O)c1cccs1)Nc1ccc(Oc2ccccc2)cc1	106	4	105	1	4	-1	115	108
O=C(Nc1ccc2c(c1)oc1ccccc12)C1CC1	82	5	89	3	8	74*	139	103
Cc1cc(=O)[nH]c(N/N=C/c2ccccc2C(F)(F)F)n1	108	-3	99	9	9	15	100	96
CCn1c(N)c(C(N)=O)sc1=S	106	1	100	1	-2	-1	102	107
CC(C)n1cnc2c(Nc3ccc(F)c(Cl)c3)nc(NCCO)nc21	98	7	96	4	-29	93*	103	85
CC1CCC2(CC1)NC(=O)N(CC(=O)Nc1cccc(S(=O)(=O)N3CCCC3)c1)C2=O (stereo not drawn)	102	-6	103	6	-1	0	106	106
CC1CCN(c2cc(N3CCC(C)CC3)c([N+](=O)[O-])cc2/C=C(\C#N)c2nn(-c3ccccc3)c(N)c2C#N)CC1	91	5	99	-3	4	4	94	103
C=CCNC(=O)/C(C#N)=C/c1c(N2CC(C)OC(C)C2)nc2ccccn2c1=O (stereo not drawn)	93	-4	104	-2	13	-1	94	106
O=C(NCc1ccc2c(c1)OCO2)c1ccc2c(c1)OCCO2	104	2	99	-11	-6	15	100	104
COCCCn1c(C(=O)N2CCOCC2)cc2c(=O)n3cccc(C)c3nc21	100	0	100	-3	-3	0	80	100
CCN(CC(=O)Nc1ccccc1C(F)(F)F)C(=O)c1ccc2[nH]c3c(c2c1)CC(C)CC3 (stereo not drawn)	113	5	97	-8	1	47	100	101
O=P(O)(CCc1ccncc1)CN1CCCCC1	117	7	91	7	-4	0	95	99
C#CCOCCOCCOCCNc1nc(N2CCN(C(=O)[C@H](Cc3ccc(O)cc3)n3cc([C@@H](N)C(C)CC)nn3)CC2)nc(N2CCN(C(=O)[C@H](Cc3cc4ccccc4[nH]3)n3cc([C@@H](N)C(C)CC)nn3)CC2)n1 (stereo partly drawn)	89	7	102	-4	-47	15	108	91

Compound activity (PubChem)

Hits appear at their usual frequency (roughly 3.8% active in at least one column).
